EWS-Fli inh: EWS/Fli-driven NR0B1 reporter inhibitors, primary screen, A673 cells, NR0B1 luciferase, luminescence, MLPCN library. viability-normalised. inhibition, % at 12.6 µM. actives 0.67% (n = 350,000);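 active = mean inhibition of at least 50% after viability correction, with every replicate also passing that limit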;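 note: firefly luciferase signal divided by Alamar Blue viability fluorescence both relative to DMSO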
E-selectin induc: E-selectin induction in HUVECs, primary screen, imaging, HUVEC, immunofluorescence imaging, single point | normalized: neutral wells 0, TNF-alpha wells 100 | activation, % at 7.58 µM | actives 0.37% (n = 260,000);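 active = mean E-selectin-positive cell signal at least 10% of the positive control, reached in at least 60% of replicates, without over 20% cell loss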;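 note: in these data hits start at about 27%; measured in HUVEC primary endothelial cells; signal is the percent of cells scored E-selectin positive by PE staining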
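Assay system: HUVEC primary endothelial cells. Input: 3,000 HUVEC seeded per well. Doses: one compound dose added by pin transfer. Read-out basis: % PE-positive cells. Benchmarks: TNF-alpha high, DMSO low. Detection: immunofluorescence imaging. Buffer or medium: EGM-2, gelatin.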
RAD54 inh: inhibitors of human RAD54 branch migration, primary screen, biochemical, fluorescence, single point; RAD54 Holliday junction branch migration, FAM/BHQ fluorescence; inhibition, % at 10.4 µM; actives 0.14% (n = 360,000);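 active = mean normalized replicate activity at least 40 and at least half of replicates scoring 40 or more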;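 note: 0% = median of neutral control wells and 100% = median of positive control wells; inhibitors cause a drop in the FAM fluorescence signal; in these data hits start at about 50%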
esBAF inh: Bmi1 luciferase reporter increase in mESCs, primary screen, esBAF inhibitor project, mouse ES cells, Bmi1 luciferase knock-in, single point; AID 602393, 2012; actives 2% (n = 350,000); 24 h; 100% = twice the neutral-well signal; reporter increase, % at 12.5 µM; in the data active = activation above about 40%;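 note: 0% = median of the plate's neutral control wells and 100% = double that signal; a rise in the Bmi1 reporter signal indicates esBAF inhibition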
S100A4 MyoIIA: inhibitors of S100A4-myosin IIA peptide binding, primary screen, biochemical, fluorescence polarization, TAMRA-MyoIIA peptide; inhibition, % at 10.7 µM; actives 0.14% (n = 360,000);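 active = mean inhibition of at least 70% across replicates, with every replicate also reaching that level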
Target sequence (P26447 whole entry, looked up): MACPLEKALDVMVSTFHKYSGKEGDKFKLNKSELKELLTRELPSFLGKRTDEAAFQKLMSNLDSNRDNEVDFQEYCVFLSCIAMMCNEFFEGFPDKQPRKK
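Compound dosing: one dose per compound; test system: human S100A4 monomer with TAMRA-labelled myosin IIA peptide; probe or stimulus: TAMRA-labelled myosin IIA heavy-chain peptide probe, 5 nM; medium: HEPES buffer with Ca2+, pH 7.2; schedule: 5 min incubation before reading; benchmarks: neutral control DMSO, positive control TFP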
XiGFP reactiv: activators of inactive X chromosome reactivation, primary screen, imaging, XiGFP fibroblasts, GFP high-content imaging, set 2 | XiGFP mouse fibroblasts, % GFP-positive cells imaging, 3 d; cells co-treated with 5-aza-dC sensitizer; scaled so ellipticine positive control = 100% | activation, % at 7.58 µM | actives 0.055% (n = 360,000);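 active = mean normalized replicate activation at least 10% and every replicate at or above 10%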;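 note: 0% = median of on-plate neutral control wells and 100% = ellipticine 6 µM median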
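Schedule: 3 d treatment, 15 min room-temperature fixation; system: 68-5-11 XiGFP fibroblast line; buffer or medium: DMEM plus 5-aza-dC sensitizer; control set: ellipticine 6 µM positive control; compound: one concentration, pinned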
FN deposit inh: inhibitors of fibronectin matrix deposition, primary screen, AH1F cells, Alexa488-fibronectin fluorescence, plate reader. inhibition, % at 12.6 µM. actives 0.086% (n = 350,000). AH1F fibroblasts, overnight;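 active = mean inhibition across replicates of 30% or more, regardless of how many single replicates reach that level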;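 note: positive control wells lacked labelled fibronectin entirely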
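Material – AH1F fibroblast monolayer, labelled fibronectin deposition · Reagent – labelled fibronectin 24 nM · Timing – 1 h adhesion, overnight exposure · Measured by – fluorescence at 485 nm excitation, 525 nm emission · Read-out – inhibition of fibronectin deposition signal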
RAD52 inh: RAD52 DNA annealing inhibitors, primary screen, biochemical, FRET, single point, set 2; DNA repair protein RAD52 homolog (Homo sapiens), P43351; recombinant RAD52 DNA annealing, FRET fluorescence; inhibition, % at 18.7 µM; actives 0.46% (n = 360,000);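 active = every replicate showing at least 50% inhibition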
Target sequence (P43351 whole entry, looked up): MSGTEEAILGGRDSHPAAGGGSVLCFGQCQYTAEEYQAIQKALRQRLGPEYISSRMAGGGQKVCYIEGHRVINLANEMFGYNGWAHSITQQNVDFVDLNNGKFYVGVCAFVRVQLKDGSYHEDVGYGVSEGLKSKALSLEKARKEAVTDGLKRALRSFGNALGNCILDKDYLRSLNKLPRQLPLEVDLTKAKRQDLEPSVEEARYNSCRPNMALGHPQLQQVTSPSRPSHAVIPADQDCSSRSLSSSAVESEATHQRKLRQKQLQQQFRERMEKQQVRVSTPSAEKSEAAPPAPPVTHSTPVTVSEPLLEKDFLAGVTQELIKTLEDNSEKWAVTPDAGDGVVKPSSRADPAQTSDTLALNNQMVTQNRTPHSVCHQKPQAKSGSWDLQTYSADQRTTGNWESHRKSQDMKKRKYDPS
* = called active by the depositor; i = inactive; / = not tested or not shown; & = joins results of further samples.

SMILES	EWS-Fli inh	E-selectin induc	RAD54 inh	esBAF inh	S100A4 MyoIIA	XiGFP reactiv	FN deposit inh	RAD52 inh
CC(=O)c1cccc(NC(=O)N2CCCc3ccccc32)c1	-27	/	-1	16	-2	/	/	-41
N#CC(c1ccc(Cl)nn1)c1c(F)cccc1Cl (stereo not given)	10	/	/	/	2	0.0	0	-5
c1ccc(Cc2nnc(Sc3ccccc3)c3ccccc23)cc1	2	/	-4	13	5	/	/	-13
O=Cc1cscc1[B-](F)(F)F	-2	0.2	/	/	-2	-0.1	8	1
O=C(NCc1ccc(Cl)cc1Cl)Nc1ccccc1	-96	/	/	/	-1	0.1	4	-7
CCC(=O)N1CCN(c2ccccc2NC(=O)c2cccc(C)c2)CC1	/	/	7	-6	-5	/	/	-4
C[C@@H]1CN([C@@H](C)CO)C(=O)c2cccc(NC(=O)c3cnccn3)c2O[C@H]1CN(C)C(=O)Nc1cccc2ccccc12	-3	0.8	0	-1	5	-1.1	-2	-1
Cc1ccc(CNC(=O)C(=O)Nc2nccs2)cc1	-2	-0.1	1	/	0	0.1	-1	-11
O=C(CCc1nc(-c2ccccc2)no1)NCc1cccnc1	0	/	-2	1	-2	/	/	-9
S=C(Nc1ccc(Br)cc1)N1CCN(C2CCCCC2)CC1	-7	/	-1	-1	1	/	/	1
COC(=O)N/N=C/c1cn(CCOc2cccc(OC)c2)c2ccccc12	4	0.1	10	12	0	0.3	8	-7
COCC(=O)Nc1ccc2c(c1)[C@H]1C[C@H](CC(=O)NCc3ccc(-c4ccccc4)cc3)O[C@H](CO)[C@H]1O2	7	-0.3	-9	17	-1	0.4	/	9
C[C@@H]1CN([C@@H](C)CO)C(=O)CCCn2nncc2CO[C@H]1CN(C)Cc1ccccc1	-2&5&-3	0.1	-5&-1&-8	-1&-3&-4	-8&3&5	0.3&-0.1	4&-2	-12&16&4
O=C(CC1SCCNC1=O)Nc1ccccc1Cl (stereo not given)	-14	1.4	/	/	-3	0.0	/	-10
C[C@H](CO)N1C[C@H](C)[C@H](CN(C)C(=O)Cc2ccncc2)Oc2ncc(Br)cc2C1=O	-6&4	0.1&0.1	-6&2	-4&-3	1&-37	0.2&-1.0	-8&8	-16&6
Cc1nc(SCc2nc3ccc(F)cc3[nH]2)c2oc3ccccc3c2n1	0	0.0	-2	12	3	0.0	-1	i
O=C(C1CCCC1)N1C[C@@H]2[C@H](c3ccccc31)[C@H](CO)N2C(=O)Cc1ccccn1	0	0.3	-27	-4	1	0.0	-14	-72
CCOC(=O)N1CCN(Cc2c(O)ccc3ccccc23)CC1	-9	/	16	-8	3	0.0	-8	-5
CN1C(c2ccccc2)CC(C)(O)CC1c1ccccc1 (stereo not given)	-6	-0.1	/	/	-10	-0.1	-4	-6
COc1cc(C2NC(=O)NC(c3ccccc3)=C2C(C)=O)cc(Cl)c1OCC(=O)O (stereo not given)	9	/	/	/	10	0.1	4	-32
CCN1C(=O)[C@H]2[C@@H](c3ccc(-c4ccccc4)c(OC)c3)N[C@@](CC(C)C)(C(=O)OC)[C@H]2C1=O	14	0.1	-1	-1	-2	0.0	7	-11
N/C(=N\OC(=O)CCCc1ccccc1)c1cccc([N+](=O)[O-])c1	-4	1.1	/	/	3	0.1	0	-7
CCOC(=O)N1CCN(C(=O)COc2cc(C)c(Cl)c(C)c2)CC1	4	/	/	/	-11	-0.1	-4	4
COCCNC(=O)Cn1c(=O)oc2cc(S(=O)(=O)N3CC(C)CC(C)C3)ccc21 (stereo not given)	7	/	2	-3	-2	0.1	-11	1

Fetched by compound from the entries so far:
SMILES	EWS-Fli inh	E-selectin induc	RAD54 inh	esBAF inh	S100A4 MyoIIA	XiGFP reactiv	FN deposit inh	RAD52 inh
O=C(C1CCCC1)N1C[C@@H]2[C@H](c3ccccc31)[C@H](CO)N2C(=O)Cc1ccccn1	0	0.3	-27	-4	1	0.0	-14	-72
CCOC(=O)N1CCN(C(=O)COc2cc(C)c(Cl)c(C)c2)CC1	4	/	/	/	-11	-0.1	-4	4
N/C(=N\OC(=O)CCCc1ccccc1)c1cccc([N+](=O)[O-])c1	-4	1.1	/	/	3	0.1	0	-7

The listing continues:
SMILES	EWS-Fli inh	E-selectin induc	RAD54 inh	esBAF inh	S100A4 MyoIIA	XiGFP reactiv	FN deposit inh	RAD52 inh
COc1ccc2c(Cl)c(C(=O)N/N=C/c3cccnc3)sc2c1	0	0.1	6	7	0	0.0	5	-4
Cc1c(N(C)S(=O)(=O)c2cc(C(=O)N3CCCC3)ccc2Cl)c(=O)n(-c2ccccc2)n1C	-10	/	12	2	-2	0.0	3	6
COCCC(=O)N1CCC(Oc2ccc(C(=O)N3CCC[C@H]3CO)cc2)CC1	-8	/	-16	-5	-1	0.0	1	2
CN(C)CCN(Cc1cc2cc3c(cc2nc1Cl)OCO3)C(=O)c1ccco1	1	0.0	-6	-7	-2	0.0	9	34
CN(C)CCN(C(=O)c1ccco1)c1nc2cc3c(cc2s1)OCCO3	-18	0.3	64*	/	-13	0.1	-2	44
Cc1noc(C)c1S(=O)(=O)Nc1ccc2c(c1)C(=O)N([C@@H](C)CO)C[C@H](C)[C@@H](CN(C)C(=O)Nc1ccccc1)OCCCC[C@H](C)O2	29	-0.1	-4	7	-7	0.1	2	6
O=C(c1ccco1)N1CCN(Cc2csc(-c3ccccc3Cl)n2)CC1	-35	-0.7	5	34	-3	0.1	/	-38
Cc1nc(N2CCCCC2C)c2c(C)c(C(=O)Nc3ccccc3C(F)(F)F)sc2n1 (stereo not given)	-2	0.0	-8	4	-2	0.0	-8	-13
FC(F)(F)c1ccc(CN2C[C@@H]3C(c4ccc(Cl)nc4)C4(c5cccnc5)CC3(C4)[C@H]2c2ccccc2)cc1 (stereo not given in full)	14	-0.2	/	/	5	0.0	0	-35
CN(C)c1ccc(C(CC(=O)O)C(=O)O)cc1 (stereo not given)	-10	/	/	/	1	0.0	-6	-9
Fc1ccc(Nc2ncnc3sccc23)cc1	-20	0.1	9	7	-6	0.0	6	-21
CCC(C)[C@H]1CNC(=S)N1CCC12CC3CC(CC(C3)C1)C2 (stereo not given in full)	28	0.0	-3	4	/	0.0	9	/
C[C@@H]1CCCCO[C@@H](CN(C)C(=O)Nc2ccc(F)cc2)[C@H](C)CN([C@H](C)CO)C(=O)c2cc(NC(=O)Nc3ccccc3)ccc2O1	4	-0.2	1	0	-8	0.4	6	-2
Cc1cc(NC(=O)CSCc2ccc([N+](=O)[O-])cc2)no1	-4	2.4	/	/	-2	0.0	-2	-7
Cc1ccc(C)c(S(=O)(=O)N2CC(=O)N(CCc3ccccc3)C(=O)C2)c1	-6	-0.3	5	/	/	0.0	3	/
COc1ccc(C2CC(c3cccs3)=NN2C(=O)CSC2=NCCS2)cc1 (stereo not given)	-10	/	-11	/	-2	0.0	-17	-23
C/C=C/c1ccc([C@@H]2[C@H](C#N)N(C(=O)NC3CCCC3)[C@H]2CO)cc1	-3	-0.5	0	2	-2	-0.1	-5	-51
CC(C)C(=O)Nc1ccc(S(=O)(=O)N2CCC(c3nc4ccccc4[nH]3)CC2)cc1	7	3.1	-3	/	-1	-0.1	6	-9
CC1=C(C(=O)OCc2ccccc2)C(c2cccs2)NC(=O)N1CCCC(=O)O (stereo not given)	0	-0.2	-3	0	2	0.0	8	-12
C=C(C)CC(c1ccccc1)N(C(C)=O)c1ccco1 (stereo not given)	-4	/	/	/	-1	0.4	-1	-26
CO[C@@H]1CN(C)C(=O)c2ccc(NC(=O)c3ccccc3F)cc2OC[C@@H](C)N(C)C[C@H]1C	/	0.5	/	/	32	0.2	6	18
COc1cccc(C(=O)N(CN2CCCC2=O)c2ccccc2OC)c1	/	-1.0	-3	-7	/	/	-2	/
COc1ccccc1S(=O)(=O)N[C@@H]1C=C[C@@H](CC(=O)N2CCOCC2)O[C@@H]1CO	-13	0.2	-3	-6	-3	0.3	-1	4
Cc1ccc(NC(=O)C(C)Sc2nnc(C3CC3)n2C2CC2)cc1S(=O)(=O)N1CCOCC1 (stereo not given)	-3	/	-4	3	0	0.0	7	6
CN(C)CCN(Cc1ccco1)C(=O)c1cc2c(Cl)nc3ccccc3c2s1	5	/	/	/	2	0.1	1	20
CCCC(=O)Nc1ccc2c(c1)C(=O)N(C)C[C@H](OC)[C@H](C)CN(CCc1ccccc1)[C@@H](C)CO2	13	0.1	-2	0	-17	0.4	-4	0
CCCCCC(=O)Nc1ccc(N2CCN(CC)CC2)c(Cl)c1	-64	/	7	22	1	/	/	4
CCOC(=O)[C@]12CCCC=C1N(Cc1ccc3c(c1)OCO3)C(=O)[C@H](CC(=O)NCc1cccs1)C2	10	/	/	/	-1	-0.1	3	0
Cc1cc(C(=O)CCC(=O)Nc2ncccc2C)c(C)s1	-10	/	-1	27	-16	-0.1	-1	-26
C[C@@H]1CN([C@@H](C)CO)C(=O)c2cccc(NS(=O)(=O)c3ccc(F)cc3)c2O[C@@H]1CN(C)Cc1ccncc1	9	2.3	-8	-1	3	0.0	/	-8
CC(C)NC(=O)Nc1cccc2c1O[C@H](CN(C)Cc1ccc(Oc3ccccc3)cc1)[C@H](C)CN([C@@H](C)CO)C2=O	6	0.2	5	-2	4	-1.0	/	12
C=CCC[C@H](Cc1ccc(F)cc1)C(=O)OC[C@@H](C)NC(=O)[C@H](CC=C)CC(=O)N(CCO)Cc1ccccc1	-9	0.2	-13	-6	2	0.8	/	-11
CC(C)CNc1cccc2c1S(=O)(=O)N[C@@H](Cc1ccccc1)CO2	-7	-0.1	/	/	4	0.4	6	2
CCc1[nH]nc(C(=O)N/N=C/c2ccncc2)c1C	-72	-0.1	3	27	33	-0.1	-5	-2
CCOc1ccc2nc(N3CCCC(C(=O)NCCCN4CCCCC4)C3)sc2c1 (stereo not given)	/	/	4	18	-15	0.1	4	3
CCn1c(/C=N/NC(=O)c2ccc(OC)cc2)nc2ccccc21	75*	/	/	/	0	0.0	/	0
O=C(NCc1ccc(F)cc1)Nc1nnc([C@@H]2C[C@H](O)[C@@H](CO)O2)s1	13	-0.1	-1	6	-9	0.1	0	0
C[C@@H]1CN([C@@H](C)CO)S(=O)(=O)c2ccc(Br)cc2O[C@H]1CN(C)C(=O)C1CCOCC1	1&-4	0.3&0.2	-1	2	4&4	-0.1&-1.2	8&-5	-4&0

In the list so far, these contain a cyano group.
SMILES	EWS-Fli inh	E-selectin induc	RAD54 inh	esBAF inh	S100A4 MyoIIA	XiGFP reactiv	FN deposit inh	RAD52 inh
N#CC(c1ccc(Cl)nn1)c1c(F)cccc1Cl (stereo not given)	10	/	/	/	2	0.0	0	-5
C/C=C/c1ccc([C@@H]2[C@H](C#N)N(C(=O)NC3CCCC3)[C@H]2CO)cc1	-3	-0.5	0	2	-2	-0.1	-5	-51

Screens (PubChem BioAssay)
